High-throughput results from PubChem.
SENP8 block-1 = SENP8 protease inhibitors, primary screen, biochemical, luminescence. purified SENP8, Z-RLRGG-aminoluciferin cleavage. inhibition, % at 10 µM. 330,000 tested, 1.2% active. AID 2540, 2010; in the data active = inhibition above about 50%
SENP1 FRET inh = human SENP1 catalytic domain inhibitors, primary screen, biochemical, FRET, uHTS; recombinant SENP1 catalytic domain, CyPet-SUMO1-YPet FRET cleavage; inhibition, % at 10 µM; 360,000 tested, 0.21% active; AID 624204, 2012;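 active = inhibition at least 30% at 10 µM, raw YFP signal under a set limit, fluorescence ratio 0.5 to 1.5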;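 also: 0% = enzyme with DMSO and 100% = no enzyme wells; some results filed as inactive read as strong as hits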
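Assay system – human recombinant His6-tagged SENP1 catalytic domain enzyme · Input – SENP1 enzyme, 20 pM final · Buffer or medium – Tris pH 8 buffer plus EDTA, NaCl, BME, BSA, NP40, catalase · Schedule – 50 min reaction at room temperature · Technique – FRET read of cyan and yellow fluorescence · Control set – no-enzyme wells low, DMSO-plus-enzyme wells high control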
SENP6 inh = SENP6 protease inhibitors, primary screen, biochemical, luminescence, uHTS; Sentrin-specific protease 6 (Homo sapiens), Q9GZR1; Recombinant SENP6 catalytic domain, aminoluciferin luminescence; inhibition, % at 10 µM; 330,000 tested, 1.8% active;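 active = inhibition above about 50% at the single tested dose, limit read from the data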;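 also: plate controls were DMSO wells with enzyme for no effect and DMSO wells lacking enzyme for full effect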
Target sequence (Q9GZR1 628-1112 limits assumed): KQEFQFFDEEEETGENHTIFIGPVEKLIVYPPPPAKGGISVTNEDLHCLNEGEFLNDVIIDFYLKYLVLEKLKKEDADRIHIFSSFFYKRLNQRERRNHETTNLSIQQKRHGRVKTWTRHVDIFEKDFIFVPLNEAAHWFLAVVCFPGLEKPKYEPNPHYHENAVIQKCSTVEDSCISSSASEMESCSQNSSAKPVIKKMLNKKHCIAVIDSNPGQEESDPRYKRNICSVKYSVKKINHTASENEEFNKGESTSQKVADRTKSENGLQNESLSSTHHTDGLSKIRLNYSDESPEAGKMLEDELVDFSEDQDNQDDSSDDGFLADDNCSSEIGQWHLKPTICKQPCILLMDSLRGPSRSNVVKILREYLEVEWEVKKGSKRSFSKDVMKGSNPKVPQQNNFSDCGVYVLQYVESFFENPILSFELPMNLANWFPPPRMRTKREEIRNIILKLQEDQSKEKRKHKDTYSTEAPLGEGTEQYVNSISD
SENP8 block-2 = human SENP8 protease inhibitors, primary screen, biochemical, fluorescence, Nedd8 protein substrate, uHTS; inhibition, % at 20 µM; recombinant SENP8; 360,000 tested, 0.64% active; AID 602440, 2012; Sentrin-specific protease 8 (Homo sapiens), Q96LD8; in the data active = inhibition mostly above about 40%, no sharp cut-off; inactive = mostly below about 27%
Apaf1 inhib = inhibitors of human Apaf-1 apoptosome, primary screen, biochemical, DEVD-Rh110 fluorescence, uHTS | Apoptotic protease-activating factor 1 (Homo sapiens), O14727 | reconstituted apoptosome caspase-3 activity | inhibition, % at 20 µM | 330,000 tested, 0.71% active | AID 489030, 2010; active = inhibition of at least 40% at 20 µM;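 also: plate controls were DMSO wells for no effect and DEVD-CHO caspase inhibitor wells for full effect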
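Medium: Hepes buffer, pH 7.5 / System: biochemical Apaf-1 apoptosome reconstitution / Measured by: Rh110 fluorescence, excitation 480 nm, emission 540 nm / Times: compound with Apaf-1, dATP, procaspase-3 30 min, then 50 min reaction, room temperature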
UBC13 inh = UBC13 polyubiquitin chain formation inhibitors, primary screen, biochemical, TR-FRET, uHTS; Ubiquitin-conjugating enzyme E2 N (Homo sapiens), P61088; inhibition, % at 20 µM; 330,000 tested, 0.47% active; AID 485273, 2010; in the data active = inhibition above about 45%, passing the limit was not always enough
Target sequence (P61088 whole entry, looked up): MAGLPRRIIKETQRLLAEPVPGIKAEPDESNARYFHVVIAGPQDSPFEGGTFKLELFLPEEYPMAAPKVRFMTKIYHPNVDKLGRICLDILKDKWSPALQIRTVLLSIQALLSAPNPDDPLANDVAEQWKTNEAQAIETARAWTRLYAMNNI
SENP7 block = SENP7 protease inhibitors, primary screen, biochemical, luminescence, uHTS. inhibition, % at 5 µM. AID 434973, 2010. recombinant SENP7, Z-RLRGG-aminoluciferin luminescence, 40 min. Sentrin-specific protease 7 (Homo sapiens), Q9BQF6. 330,000 tested, 1.5% active;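 active = inhibition above about 50% at the single test dose, limit read from the data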;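 also: plate controls were DMSO with enzyme for no effect and no enzyme buffer wells for full effect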
Target sequence (Q9BQF6 706-1050 limits assumed): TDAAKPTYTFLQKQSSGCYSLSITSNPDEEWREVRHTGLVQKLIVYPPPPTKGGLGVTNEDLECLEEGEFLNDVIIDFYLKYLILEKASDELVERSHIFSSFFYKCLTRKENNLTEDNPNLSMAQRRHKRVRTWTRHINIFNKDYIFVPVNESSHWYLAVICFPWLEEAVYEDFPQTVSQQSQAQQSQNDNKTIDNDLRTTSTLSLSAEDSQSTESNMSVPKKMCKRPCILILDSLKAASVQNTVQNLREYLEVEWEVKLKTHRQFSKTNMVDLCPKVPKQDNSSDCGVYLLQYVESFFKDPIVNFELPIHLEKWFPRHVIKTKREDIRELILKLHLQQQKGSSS
APOBEC3G inh = APOBEC3G DNA deaminase inhibitors, primary screen, biochemical, fluorescence, single-stranded DNA substrate, uHTS. DNA dC->dU-editing enzyme APOBEC-3G (Homo sapiens), Q9HC16. recombinant A3G, ssDNA deamination FAM/TAMRA fluorescence. inhibition, % at 20 µM. 330,000 tested, 0.28% active. AID 493012, 2011;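 active = inhibition of at least 40% at 20 µM, with no more than 30% in the related APOBEC3A deaminase screen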;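 also: plate controls were DMSO wells with A3G for no effect and wells lacking A3G enzyme for full effect; some compounds called inactive have numbers as strong as hits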
* marks the source's active call; other numbers are inactive results; nt = no result given.

item	SMILES	SENP8 block-2	SENP1 FRET inh	Apaf1 inhib	SENP7 block	SENP6 inh	APOBEC3G inh	UBC13 inh	SENP8 block-1
1	Cc1cc(C)c2nc(NC(=O)CN3C(=O)NC4(CCCC4)C3=O)sc2c1	13	1	0	0	-19	-5	4	2
2	Cc1ccc(C(=O)OCC(=O)NNC(=O)c2ccccc2)c(O)c1	1	2	-9	-3	-2	-7	-4	3
3	CC1CCN(C(=O)CN(Cc2ccc(F)cc2)S(C)(=O)=O)CC1	11	1	-2	-8	-2	-13	3	-4
4	Cc1ccccc1NC(=O)C1CCN(C2=NS(=O)(=O)c3ccccc32)CC1	22	0	-11	8	15	-5	-2	7
5	CCN(CCNC(=O)C1CCN(S(=O)(=O)c2cccc3cccnc23)CC1)c1ccccc1	11	-1	7	-14	4	-6	4	-14
6	C[C@@H]1CC[C@H]2C(=O)N3[C@@H](CC[C@@H](C)[C@@H]3c3ccc(Br)cc3)C(=O)N2[C@H]1c1ccc(Br)cc1	25	5	22	0	-5	-7	-6	3
7	CSc1nc2c(c(=O)[nH]1)C(c1cccs1)C1=C(CCCC1=O)N2 (stereo unspecified)	-168	-1	14	-3	-15	-5	-4	-2
8	C=C[C@@H]1c2c(F)cccc2N(S(=O)(=O)c2ccc(C)cc2)[C@H](c2ccc(OC(C)=O)cc2)C1(C#N)C#N	10	-3	13	2	5	-6	1	7
9	Cc1ccc(C)n1CCN1CCN(C(=O)c2ccco2)CC1	6	-4	4	-10	-14	-8	-11	-11
10	Cc1ccccc1-c1nnc(SCCC(=O)N2CCOCC2)o1	-38	1	-2	-4	-2	-7	14	0
11	COc1ccc(/C=C2\SC(=S)N(CCCC(=O)N3CCN(C)CC3)C2=O)cc1	13	-22	17	28	70*	-5	-6	39
12	COc1ccccc1NS(=O)(=O)c1cccc(C(=O)N2CCN(C(=O)c3ccco3)CC2)c1	12	2	-9	-7	0	-5	1	8
13	COc1ccc(-c2ccc3c(c2)S(=O)(=O)c2cccc(C(=O)NC4CCCC4)c2C3=O)cc1OC	-34	-20	-3	5	3	-2	-5	3
14	C(=C\c1nc(-c2cccnc2)no1)/c1ccccc1	-3	-1	-23	33	-21	-8	12	13
15	O=C1NC[C@@H](Cc2cccc3ccccc23)N(CC2CCCCC2)C1=O	9	-1	14	-3	-11	-7	11	-2
16	C=CCN1CN=C(NS(=O)(=O)c2ccc(NC(C)=O)cc2)NC1	1	1	5	4	-1	1	-3	-6
17	O=C(N/N=C/c1cc([N+](=O)[O-])ccc1O)C1CC1	20	1	-5	-8	6	-6	-26	20
18	CCOc1cc(C(=O)NC(=S)Nc2cccnc2)cc(OCC)c1OCC	-8	1	22	1	-16	-6	0	-11
19	COc1ccc(-c2cc(CCCC(=O)NCCc3cc(OC)ccc3OC)no2)cc1	24	-1	9	-9	-2	-5	10	-9
20	O=C(CSc1n[nH]c(-c2ccccc2F)n1)Nc1cc(F)ccc1F	3	2	-4	-1	-3	-2	14	-2
21	CCN(CC)CCCNC(=O)CNC(=S)N(CCCN1CCOCC1)Cc1cccs1	26	2	-2	6	6	-6	4	1
22	O=C(NCCCN1CCOCC1)c1cc(-c2cccc(Br)c2)nc2ccccc12	-8	-2	7	-6	14	-4	2	-14
23	COc1ccccc1CCc1nnc(CCC(=O)N(C)Cc2ccncc2C)o1	17	-3	2	-12	-17	-7	-5	-6
24	Cc1ncc(CN2CCN(CCC(C)C)C(CCO)C2)s1 (stereo unspecified)	16	1	-3	-1	5	-4	1	-2
25	COc1cccc(NC(=O)Cn2c3ccc(F)cc3c3nc4n(c(=O)c32)CCCS4)c1	-370	2	-2	-4	18	-6	14	3
26	CCn1c(=S)sc2c(=O)n(CC(=O)NC(C)CCc3ccccc3)c(C)nc21 (stereo unspecified)	5	-1	14	-3	-4	-6	-5	1
27	C=CCOC(=O)C1=C[C@@H](c2ccc3c(c2)OCO3)C[C@@H](OCc2ccc(CO)cc2)O1	-87	1	20	-10	-5	-4	-3	-2
28	Cc1cccc(C)c1NC(=O)C1C2C=CC(C2)C1C(=O)O (stereo unspecified)	10	1	0	-3	-6	-6	-4	-11
29	CC(=O)c1cccc(-c2csc(N3CCC(C(N)=O)CC3)n2)c1	14	5	-1	-2	-11	-8	4	4
30	COC(=O)[C@@]12CCCN1[C@H](c1ccc(-c3ccc(OC)cc3)cc1)[C@@H]1C(=O)N(C)C(=O)[C@@H]12	-473	0	20	-8	-22	-11	3	-9

Looked up one by one from the list above:
item	SMILES	SENP8 block-2	SENP1 FRET inh	Apaf1 inhib	SENP7 block	SENP6 inh	APOBEC3G inh	UBC13 inh	SENP8 block-1
25	COc1cccc(NC(=O)Cn2c3ccc(F)cc3c3nc4n(c(=O)c32)CCCS4)c1	-370	2	-2	-4	18	-6	14	3
6	C[C@@H]1CC[C@H]2C(=O)N3[C@@H](CC[C@@H](C)[C@@H]3c3ccc(Br)cc3)C(=O)N2[C@H]1c1ccc(Br)cc1	25	5	22	0	-5	-7	-6	3

Going on with the list:
item	SMILES	SENP8 block-2	SENP1 FRET inh	Apaf1 inhib	SENP7 block	SENP6 inh	APOBEC3G inh	UBC13 inh	SENP8 block-1
31	Cc1ccc(NC(=O)Cn2nnc(C(=O)NCc3cccs3)c2N)cc1	6	1	-4	-4	-2	-5	6	8
32	O=C(O)c1cccc(S(=O)(=O)Nc2ccccc2N2CCOCC2)c1	24	0	-6	-6	-37	-3	-4	-9
33	O=C1c2oc3ccccc3c(=O)c2C(c2cccnc2)N1CCCN1CCOCC1 (stereo unspecified)	1	1	7	-2	-8	-7	1	-5
34	O=C(CN1C(=O)C(=O)N(Cc2ccccc2)C1=O)Nc1cc(Cl)cc(Cl)c1	0	2	3	-1	-17	-1	-14	-3
35	CCCC(=O)NC(Nc1ccc(S(=O)(=O)Nc2cc(C)on2)cc1)(C(=O)OCC)C(F)(F)F (stereo unspecified)	11	0	2	-1	-5	-2	-8	-1
36	CC(C)(C)NC(=O)C(OC(=O)c1cccs1)c1ccccc1 (stereo unspecified)	13	-1	2	4	-15	-10	14	2
37	Cc1ccc(Cn2c(C(=O)O)cc3sccc32)cc1	12	1	0	-1	-2	-7	4	2
38	O=C(CN1CCN(c2ccccc2O)CC1)NNC(=O)c1ccc(Cl)cc1	6	0	8	-4	-23	-7	-14	-7
39	O=C(COc1ccccc1)N(Cc1ccco1)C1CCS(=O)(=O)C1 (stereo unspecified)	4	-4	-17	4	6	-5	0	5
40	COc1ccc(/C(=N\O)c2ncc(C(F)(F)F)cc2Cl)cc1	4	0	1	3	12	-10	8	7
41	COC(=O)[C@@]1(C)[C@H]2C(=O)N(C)C(=O)[C@H]2[C@H]2CN=C(SC)N21	7	-1	2	3	nt	6	nt	nt
42	O=C(O)CCN1C(=O)c2ccc(NC(=O)CCc3ccccc3)cc2C1=O	-296	0	-6	-6	3	-8	16	-3
43	Cc1ccc(C(=O)Nc2cccc(NC(=O)c3ccc(C)c([N+](=O)[O-])c3)n2)cc1[N+](=O)[O-]	21	1	5	30	-21	-5	-12	-11
44	CCOC(=O)c1nnn(-c2nonc2N)c1CNC(C)C	10	1	-3	-6	-1	-5	-1	0
45	CNC(=O)COC(=O)/C=C/c1cccs1	1	0	-22	8	5	-3	-12	-5
46	COc1ccccc1N1CCN(C2CCN(C(=O)c3cc(OC)c(OC)c(OC)c3)CC2)CC1	20	1	-4	-1	9	5	6	9
47	CCn1cc(CNC(=O)c2cc(-c3cc(OC)ccc3OC)nc3ccccc23)c(C)n1	-176	2	13	-4	-10	-5	-2	-9
48	CCOc1cc(/C=C/C(=O)OCC(=O)NCCN2C(=O)CSC2=O)ccc1OCC(C)C	-431	0	9	5	-7	-7	10	-2
49	Cn1c(=O)[nH]c(=O)c2c1nc(SCCCO)n2CCCc1ccccc1	2	2	-7	-5	12	-4	0	5
50	O=C(Nc1c(Cl)cccc1Cl)C1CCN(C(=O)c2cccs2)CC1	-1	0	7	5	-7	-3	4	8
51	O=C(Nc1ccccc1)c1cccc(=O)o1	18	2	3	-12	-10	-9	1	-20
52	CCc1nonc1NC(=O)COc1ccc(Cl)c(C)c1	1	2	-2	-8	4	2	-3	9
53	COc1ccc(C(C(=O)NC2CCCCC2)N(C(=O)CCl)c2ccc(Cl)cc2)cc1 (stereo unspecified)	7	1	22	10	-6	-6	-6	4
54	Cc1cc(C)n(CC(O)COc2ccccc2C(=O)Nc2ccccc2)n1 (stereo unspecified)	2	2	-1	2	-8	-5	11	-4
55	Cc1cc(C)nc(NS(=O)(=O)c2ccc(NC(=O)c3ccc(S(=O)(=O)N4CCOCC4)cc3)cc2)n1	5	1	-24	5	-10	-8	-8	-4
56	COCCn1c(C)cc(C(=O)COc2ncnc3ccc(Br)cc23)c1C	6	2	-19	7	-5	-12	22	1
57	Fc1ccc2nc(N3CCOCC3)sc2c1	21	0	-21	24	13	-10	10	18
58	Oc1ccc(/C=N/N(c2ccccc2)c2ccccc2)cc1O	-3	-4	9	0	2	6	-6	2
59	CCOC(=O)C1CCCN(c2c(Nc3ccc(OCC)cc3)c(=O)c2=O)C1 (stereo unspecified)	17	3	-3	1	9	-6	-13	12
60	O=C(CCC1CCN(C(=O)c2ccccc2Cl)CC1)NCc1ccc(F)cc1	-1	2	1	-3	0	-7	-5	3
61	O=C(O)c1cc2n(n1)C(C(F)(F)F)CC(c1ccco1)N2 (stereo unspecified)	17	-11	-1	-4	-9	3	6	6
62	CCN(CC)S(=O)(=O)c1ccc2c(c1)c(=O)c(C(=O)NCc1ccco1)cn2C	10	3	-7	0	1	-4	3	-4
63	CCOC(=O)C1CCN(C(=O)Cn2nc(C)n3nc(-c4ccc(OC)cc4)cc3c2=O)CC1	-79	0	0	4	-17	-2	9	1
